mIAP activ – mouse IAP activation. muIAP, CDP-Star luminescence, 30 min; stronger effect = higher value; 1 = vehicle-only enzyme signal, 0 = enzyme-free wells. activation factor at 10 µM. 330,000 tested, 0.24% active. AID 2805;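 active = activation factor of at least 2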; note: the source names both 10 and 20 µM as test concentration; values of inactives mirror those of a sister screen read the other way
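System: mouse IAP enzyme. Reagent: CDP-Star chemiluminescent phosphatase substrate. Benchmarks: DMSO wells, no-enzyme wells. Times: 30 min enzyme-substrate-compound incubation at room temperature. Detection: luminescence from enzymatic CDP-Star hydrolysis. Doses: test compounds delivered from DMSO solution.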
SENP1 inh – SENP1 (human) catalytic domain inhibition; Q9P0U3; recombinant SENP1 catalytic domain, CyPet-SUMO1-YPet FRET cleavage; inhibition, % at 10 µM; 360,000 tested, 0.21% active;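 active = inhibition at least 30% at 10 µM, raw YFP signal under a set limit, fluorescence ratio 0.5 to 1.5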;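 note: 0% = enzyme with DMSO and 100% = no enzyme wells; some results filed as inactive read as strong as hits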
Target sequence (Q9P0U3 419-644 limits assumed): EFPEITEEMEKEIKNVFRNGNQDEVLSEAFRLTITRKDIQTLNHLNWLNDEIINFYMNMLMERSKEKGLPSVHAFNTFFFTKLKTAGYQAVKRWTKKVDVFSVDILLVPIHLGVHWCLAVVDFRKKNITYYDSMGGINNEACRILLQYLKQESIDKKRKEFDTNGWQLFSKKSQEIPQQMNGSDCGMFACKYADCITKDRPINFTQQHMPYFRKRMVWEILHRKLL
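system = hSENP1 catalytic domain, recombinant | reagent = SFCypet-SUMO1-SFYpet substrate at 25 nM | doses = one dose per compound, 10 µM, 0.5% DMSO | incubation = enzyme reaction for 50 min at room temperature, dark | measured by = FRET, CFP and YFP emission | controls = no-enzyme low, enzyme-DMSO high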
NALP3 yeast inh – blocks the NALP3 inflammasome reconstituted in yeast. 330,000 tested, 0.39% active. Yeast reconstituted NLRP3/ASC/caspase-1, beta-gal luminescence, 24 h. inhibition, % at 10 µM. AID 2825;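 active = inhibition of 50% or more; inactive = inhibition below 50%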;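 note: plate controls were induced DMSO wells for no effect and uninduced yeast grown without galactose for full effect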
A3G deaminase – APOBEC3G (human) deaminase inhibition | recombinant A3G, ssDNA deamination FAM/TAMRA fluorescence | inhibition, % at 20 µM | Q9HC16 | 330,000 tested, 0.28% active;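 active = inhibition of at least 40% at 20 µM, with no more than 30% in the related APOBEC3A deaminase screen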;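 note: plate controls were DMSO wells with A3G for no effect and wells lacking A3G enzyme for full effect; some compounds called inactive have numbers as strong as hits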
Target sequence (Q9HC16 whole entry, looked up): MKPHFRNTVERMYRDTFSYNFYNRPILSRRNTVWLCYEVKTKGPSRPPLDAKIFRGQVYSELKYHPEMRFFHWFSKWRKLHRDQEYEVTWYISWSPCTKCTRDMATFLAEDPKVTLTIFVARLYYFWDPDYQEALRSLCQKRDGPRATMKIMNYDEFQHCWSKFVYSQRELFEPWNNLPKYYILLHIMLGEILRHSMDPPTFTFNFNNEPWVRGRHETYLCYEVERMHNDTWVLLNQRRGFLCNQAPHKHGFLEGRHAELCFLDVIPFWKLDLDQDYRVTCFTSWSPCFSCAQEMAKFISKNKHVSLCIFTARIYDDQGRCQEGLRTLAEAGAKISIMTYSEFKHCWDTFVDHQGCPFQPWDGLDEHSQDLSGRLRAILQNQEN
hIAP activ – human IAP activation. P09923. 330,000 tested, 0.16% active. AID 2524. purified human IAP, CDP-Star luminescence, 30 min; stronger effect = higher value; 1 = vehicle-only enzyme, 0 = enzyme-free background. activation factor at 10 µM;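 active = activation factor of the enzyme at least 2-fold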; note: the source names both 10 and 20 µM as test concentration; values of inactives mirror those of a sister screen read the other way
A3A deaminase – blocks human APOBEC3A ssDNA deamination | recombinant A3A, FAM/TAMRA ssDNA deamination fluorescence | inhibition, % at 20 µM | 330,000 tested, 0.41% active | P31941 | AID 493011;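 active = at least 40% inhibition at 20 µM here, with at most 30% in a related deaminase screen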;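 note: plate controls were A3A with DMSO for no effect and wells lacking A3A enzyme for full effect; some results filed as inactive read as strong as hits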
Target sequence (P31941 whole entry, looked up): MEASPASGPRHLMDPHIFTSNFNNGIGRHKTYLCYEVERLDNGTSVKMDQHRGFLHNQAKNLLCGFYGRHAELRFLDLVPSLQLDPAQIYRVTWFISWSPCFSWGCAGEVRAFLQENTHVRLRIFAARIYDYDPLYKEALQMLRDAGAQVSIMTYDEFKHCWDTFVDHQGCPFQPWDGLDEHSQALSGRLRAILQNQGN
hIAP block – blocks human intestinal alkaline phosphatase; inhibition, % at 10 µM; purified IAP, CDP-Star luminescence, 30 min; 330,000 tested, 0.12% active; P09923;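 active = inhibition reaching a set limit with compound at 10 µM in the primary screen, cut at about 35% in these data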;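 note: plate controls were DMSO wells with enzyme for no effect and no-enzyme buffer wells for full effect; values of inactives mirror those of a sister screen read the other way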
MIN6 prolif – induces beta-cell replication in MIN6 cells; 330,000 tested, 0.29% active; MIN6 cells proliferation, ATPlite luminescence, 48 h; cells starved in 0.2% serum; 100% = growth in 10% serum; proliferation, % at 10 µM;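 active = compounds whose signal lies at least 3.5 SD above the mean of all wells on their plate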;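 note: 0% = DMSO-treated cells in low-serum medium and 100% = 10% serum control; some compounds called inactive have numbers as strong as hits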
mIAP block – mouse IAP inhibition; 330,000 tested, 0.2% active; purified mouse IAP, CDP-Star luminescence, 30 min; AID 2806; inhibition, % at 10 µM;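 active = inhibition of at least 40% at 10 µM in the primary screen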;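 note: plate controls were DMSO with enzyme for no effect and no enzyme wells for full effect; values of inactives mirror those of a sister screen read the other way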
* hit, by the source's call.

Results for O=C(CCCOc1ccccc1)N1CCN(c2ccc(F)cc2)CC1 ?
mIAP activ: 1.1; SENP1 inh: 0; NALP3 yeast inh: 27; A3G deaminase: -3; hIAP activ: 1.2; A3A deaminase: -2; hIAP block: -20; MIN6 prolif: -2; mIAP block: -10

Results for O=C(Cn1c(-c2ccccn2)nc2ccccc21)N/N=C/c1cccnc1 ?
mIAP activ: 0.9; SENP1 inh: -1; NALP3 yeast inh: 10; A3G deaminase: -8; hIAP activ: 1.2; A3A deaminase: -1; hIAP block: -17; MIN6 prolif: -1; mIAP block: 10

What do the screens show for `Cc1ccc(N(C(=O)C2CCC(=O)N2)C2(C(=O)NC3CCCCC3)CCCCC2)cc1` (configuration not stated)?
mIAP activ: 1; SENP1 inh: 6; NALP3 yeast inh: 18; A3G deaminase: 0; hIAP activ: 1; A3A deaminase: -1; hIAP block: 0; MIN6 prolif: 0; mIAP block: -2

How did Cc1oc2ccc(OC(=O)COc3c(F)c(F)c(F)c(F)c3F)cc2c1C(=O)OC(C)C do in these assays?
mIAP activ: 0.91; SENP1 inh: 0; NALP3 yeast inh: 6; A3G deaminase: -4; hIAP activ: 0.9; A3A deaminase: -2; hIAP block: 10; MIN6 prolif: 1; mIAP block: 9

Results for COc1cc2c(cc1NC(=O)COC(=O)c1ccc(C(C)(C)C)cc1)oc1ccccc12 ?
mIAP activ: 0.96; SENP1 inh: -3; NALP3 yeast inh: 3; A3G deaminase: -1; hIAP activ: 0.96; A3A deaminase: -1; hIAP block: 4; MIN6 prolif: -2; mIAP block: 4

Results for CCOC(=O)C1=C(C)Nc2ncnn2C1c1c[nH]c2ccccc12 (configuration not stated) ?
mIAP activ: 1; SENP1 inh: 4; NALP3 yeast inh: 14; A3G deaminase: 2; hIAP activ: 1.1; A3A deaminase: 2; hIAP block: -5; MIN6 prolif: -3; mIAP block: 0

How did CC(C)c1cc(C(=O)O)c2ccccc2n1 do in these assays?
mIAP activ: 1.2; SENP1 inh: 4; NALP3 yeast inh: -3; A3G deaminase: 0; hIAP activ: 1; A3A deaminase: 5; hIAP block: -3; MIN6 prolif: 3; mIAP block: -16

How did CCOC(=O)C1C(c2ccc(O)cc2)NC(=O)NC1(O)C(F)(F)F (configuration not stated) do in these assays?
mIAP activ: 1; SENP1 inh: -2; NALP3 yeast inh: 15; A3G deaminase: 1; hIAP activ: 1; A3A deaminase: 3; hIAP block: 0; MIN6 prolif: 1; mIAP block: -2

How did CCOC(=O)N1CCC(NC2CCCCCCC2)CC1 do in these assays?
mIAP activ: 0.86; SENP1 inh: -1; NALP3 yeast inh: 12; A3G deaminase: -6; hIAP activ: 0.85; A3A deaminase: -1; hIAP block: 15; MIN6 prolif: 4; mIAP block: 14

How did CCOc1ccc(N2C(=O)C3C(c4ccccc4)=NN(c4ccccc4)C3C2=O)cc1 (configuration not stated) do in these assays?
mIAP activ: 1.2; SENP1 inh: -83; NALP3 yeast inh: -15; A3G deaminase: -9; hIAP activ: 1.1; A3A deaminase: -3; hIAP block: -5; MIN6 prolif: -3; mIAP block: -20

How did O=C1C(C=NC2CC2)=C(O)c2ccccc21 do in these assays?
mIAP activ: 0.92; SENP1 inh: 0; NALP3 yeast inh: 1; A3G deaminase: -4; hIAP activ: 1.1; A3A deaminase: 1; hIAP block: -5; MIN6 prolif: -5; mIAP block: 8

How did CCC(CC)NC(=O)COc1ccc(OC)cc1C=O do in these assays?
mIAP activ: 1; SENP1 inh: -1; NALP3 yeast inh: 14; A3G deaminase: -8; hIAP activ: 1; A3A deaminase: -2; hIAP block: -1; MIN6 prolif: 2; mIAP block: -1

What do the screens show for `CN(C(=O)c1ccccc1C(=O)OCC(=O)NCc1cccs1)C1CCCCC1`?
mIAP activ: 1.1; SENP1 inh: 0; NALP3 yeast inh: 9; A3G deaminase: -8; hIAP activ: 1.1; A3A deaminase: 12; hIAP block: -8; MIN6 prolif: -2; mIAP block: -14

Results for CCc1ccc2c(COn3nnc4ccc(S(=O)(=O)N(C)C)cc43)cc(=O)oc2c1 ?
mIAP activ: 0.86; SENP1 inh: 0; NALP3 yeast inh: 12; A3G deaminase: -8; hIAP activ: 1.2; A3A deaminase: -3; hIAP block: -16; MIN6 prolif: -3; mIAP block: 14

How did CCOc1ccc(/C=N/NC(=O)c2nnn(-c3nonc3N)c2CN2CCC(C)CC2)cc1 do in these assays?
mIAP activ: 0.99; SENP1 inh: 1; NALP3 yeast inh: 1; A3G deaminase: -1; hIAP activ: 0.97; A3A deaminase: -1; hIAP block: 3; MIN6 prolif: 0; mIAP block: 1

Results for CC(C)Cn1c(SCC(=O)NCc2ccc(Cl)cc2)nnc1-c1cccc(S(=O)(=O)N2CCOCC2)c1 ?
mIAP activ: 0.9; SENP1 inh: 1; NALP3 yeast inh: -1; A3G deaminase: -5; hIAP activ: 0.8; A3A deaminase: 1; hIAP block: 20; MIN6 prolif: -2; mIAP block: 10

How did CCN(CC)c1ccc(C(NC(C)=O)NC(C)=O)cc1 do in these assays?
mIAP activ: 1.1; SENP1 inh: 0; NALP3 yeast inh: 16; A3G deaminase: -4; hIAP activ: 1.4; A3A deaminase: -5; hIAP block: -38; MIN6 prolif: 0; mIAP block: -12

What do the screens show for `COc1ccc(CN(Cc2cccn2C)S(=O)(=O)c2cccc(C(F)(F)F)c2)cc1`?
mIAP activ: 1; SENP1 inh: 0; NALP3 yeast inh: 19; A3G deaminase: -5; hIAP activ: 1; A3A deaminase: 2; hIAP block: -2; MIN6 prolif: -2; mIAP block: -1

What do the screens show for `Cc1cc(NC(=O)CSCC(=O)Nc2ccccc2OC(F)F)no1`?
mIAP activ: 0.9; SENP1 inh: 2; NALP3 yeast inh: -10; A3G deaminase: -9; hIAP activ: 1; A3A deaminase: -3; hIAP block: 0; MIN6 prolif: 1; mIAP block: 10

How did CCOC(=O)Cc1cc(=O)n2[nH]cc(-c3ccc(Cl)cc3)c2n1 do in these assays?
mIAP activ: 0.95; SENP1 inh: -2; NALP3 yeast inh: -1; A3G deaminase: 0; hIAP activ: 1.2; A3A deaminase: -2; hIAP block: -16; MIN6 prolif: -5; mIAP block: 5

How did COc1ccc(OC)c(-c2csc(N(Cc3ccco3)C(=O)c3cccs3)n2)c1 do in these assays?
mIAP activ: 0.98; SENP1 inh: 1; NALP3 yeast inh: 17; A3G deaminase: -4; hIAP activ: 0.83; A3A deaminase: -2; hIAP block: 17; MIN6 prolif: -4; mIAP block: 2

How did CC(C)CNC(=O)CSc1nnc(CN2CCCCCC2=O)n1-c1ccccn1 do in these assays?
mIAP activ: 0.92; SENP1 inh: 3; NALP3 yeast inh: 13; A3G deaminase: -4; hIAP activ: 1; A3A deaminase: -3; hIAP block: -1; MIN6 prolif: -2; mIAP block: 8

Results for O=C(Nc1ccccc1)Nc1ccccc1C(=O)NCc1ccccc1 ?
mIAP activ: 1.2; SENP1 inh: 4; NALP3 yeast inh: 3; A3G deaminase: 2; hIAP activ: 0.97; A3A deaminase: 5; hIAP block: 3; MIN6 prolif: 1; mIAP block: -18

How did CCOC(=O)C1CCN(C(=O)c2ccc(Cl)c(NC3=NC4CS(=O)(=O)CC4S3)c2)CC1 (configuration not stated) do in these assays?
mIAP activ: 0.96; SENP1 inh: 1; NALP3 yeast inh: 12; A3G deaminase: 0; hIAP activ: 1; A3A deaminase: -3; hIAP block: -3; MIN6 prolif: 0; mIAP block: 4

A draw from above in order of number of heavy atoms, largest number first.
What do the screens show for `COc1ccc(CN(Cc2cccn2C)S(=O)(=O)c2cccc(C(F)(F)F)c2)cc1`?
mIAP activ: 1; SENP1 inh: 0; NALP3 yeast inh: 19; A3G deaminase: -5; hIAP activ: 1; A3A deaminase: 2; hIAP block: -2; MIN6 prolif: -2; mIAP block: -1

How did CC(C)CNC(=O)CSc1nnc(CN2CCCCCC2=O)n1-c1ccccn1 do in these assays?
mIAP activ: 0.92; SENP1 inh: 3; NALP3 yeast inh: 13; A3G deaminase: -4; hIAP activ: 1; A3A deaminase: -3; hIAP block: -1; MIN6 prolif: -2; mIAP block: 8

Results for O=C(Nc1ccccc1)Nc1ccccc1C(=O)NCc1ccccc1 ?
mIAP activ: 1.2; SENP1 inh: 4; NALP3 yeast inh: 3; A3G deaminase: 2; hIAP activ: 0.97; A3A deaminase: 5; hIAP block: 3; MIN6 prolif: 1; mIAP block: -18

The list continues:
How did Cn1c(CNC(=O)CNC(=O)Cc2ccc(Cl)cc2)cc(=O)n(C)c1=O do in these assays?
mIAP activ: 1; SENP1 inh: 0; NALP3 yeast inh: 7; A3G deaminase: -2; hIAP activ: 1; A3A deaminase: -2; hIAP block: 0; MIN6 prolif: -2; mIAP block: -2

Results for N/C(=N\OC(=O)c1ccc(=O)n(Cc2ccccc2)c1)c1ccccn1 ?
mIAP activ: 0.98; SENP1 inh: 1; NALP3 yeast inh: 12; A3G deaminase: -1; hIAP activ: 1.1; A3A deaminase: -2; hIAP block: -13; MIN6 prolif: -6; mIAP block: 2

How did CCOC(=O)C1(CC2CC2)CCN(Cc2ccc(O)c(Cl)c2)CC1 do in these assays?
mIAP activ: 0.87; NALP3 yeast inh: 26; A3G deaminase: -3; hIAP activ: 1; A3A deaminase: 0; hIAP block: -4; MIN6 prolif: 2; mIAP block: 13

Results for Cn1c(SCC(=O)NCc2cccs2)nnc1-c1cccs1 ?
mIAP activ: 1.1; SENP1 inh: 1; NALP3 yeast inh: 10; A3G deaminase: -7; hIAP activ: 0.9; A3A deaminase: -6; hIAP block: 10; MIN6 prolif: -4; mIAP block: -7

What do the screens show for `Cc1ccc(C)c(OCCC(=O)OC(C)C(=O)Nc2c(C)n(C)n(-c3ccccc3)c2=O)c1` (configuration not stated)?
mIAP activ: 1; SENP1 inh: 1; NALP3 yeast inh: 4; A3G deaminase: -5; hIAP activ: 1.3; A3A deaminase: 0; hIAP block: -34; MIN6 prolif: -3; mIAP block: -5

How did O=c1ccc(-c2ccc(S(=O)(=O)Nc3ccc(F)cc3)s2)n[nH]1 do in these assays?
mIAP activ: 1; SENP1 inh: 3; NALP3 yeast inh: 13; A3G deaminase: -2; hIAP activ: 0.78; A3A deaminase: 0; hIAP block: 22; MIN6 prolif: -3; mIAP block: -2

How did CN(C(=O)CSc1nnc(COc2ccccc2F)n1N)C1CCCCC1 do in these assays?
mIAP activ: 0.92; SENP1 inh: 3; NALP3 yeast inh: 19; A3G deaminase: -5; hIAP activ: 0.91; A3A deaminase: -2; hIAP block: 9; MIN6 prolif: 1; mIAP block: 8

How did CCOC(=O)c1[nH]c2ccc(OC)cc2c1NC(=O)CCN1CCc2ccccc2C1 do in these assays?
mIAP activ: 0.96; SENP1 inh: -3; NALP3 yeast inh: 18; A3G deaminase: -7; hIAP activ: 1.3; A3A deaminase: -4; hIAP block: -35; MIN6 prolif: -2; mIAP block: 4

Screening data: PubChem, Sanford-Burnham Center for Chemical Genomics

Only part of the results is shown, so the mix of outcomes need not match the whole.
